HIF-2a inh = blocks HIF-2a reporter activity; hit rate 0.72% among 360,000; 786-0 RCC cells HIF-2a reporter, luciferase luminescence, overnight; inhibition, % at 18.8 µM;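 active means inhibition of the luminescence signal of 40% or more relative to plate controls, in a single-dose primary screen at 18.75 µM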
NR2E3 ag-1 = activates human NR2E3 receptor; AID 602229; hit rate 0.35% among 360,000; CHO-S Gal4-NCOR/VP16-NR2E3 two-hybrid, luciferase; inhibition of corepressor binding, % at 3.98 µM;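 active means inhibition above the mean of all tested compounds plus 3 SD, cut at about 70% in these data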;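 further: 0% = DMSO with NR2E3 transfected cells and 100% = cells lacking NR2E3 construct; higher means lower luciferase signal from less NR2E3 corepressor binding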
Target sequence (Q9Y5X4 whole entry, looked up, the tested form may be a part): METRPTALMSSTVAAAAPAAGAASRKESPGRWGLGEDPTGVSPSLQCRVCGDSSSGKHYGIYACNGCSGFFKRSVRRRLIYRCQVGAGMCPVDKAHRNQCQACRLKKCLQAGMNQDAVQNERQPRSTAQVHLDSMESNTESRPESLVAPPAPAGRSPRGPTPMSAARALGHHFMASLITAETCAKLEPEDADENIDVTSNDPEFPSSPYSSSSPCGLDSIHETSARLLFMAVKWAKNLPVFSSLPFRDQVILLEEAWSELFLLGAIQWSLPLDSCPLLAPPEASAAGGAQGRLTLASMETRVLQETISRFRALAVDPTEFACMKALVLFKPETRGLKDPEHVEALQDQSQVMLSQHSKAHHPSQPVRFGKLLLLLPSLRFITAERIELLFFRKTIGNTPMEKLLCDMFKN
EBV LMP1 NFkB = reduces LMP1-driven NF-kappaB luciferase signal; inhibition, % at 12.5 µM; hit rate 0.69% among 350,000; LMP1-induced NF-kappaB luciferase reporter cells, luminescence; in the data active means inhibition above about 41%;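 further: 0% = neutral control wells and 100% = reference inhibitor control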
MITF TRPM1 inh = inhibitors of MITF-driven TRPM1 promoter in melanoma cells; SK-MEL-5 TRPM1 promoter luciferase, 24 h; inhibition, % at 12.5 µM; hit rate 0.83% among 330,000;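 active means mean inhibition across replicates of 60% or more, whatever share of single replicates reaches that level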; further: values of inactives mirror those of a sister screen read the other way
NR2E3 ag-2 = NR2E3 (human) agonism. Q9Y5X4. GST-NR2E3/biotin-RetCOR TR-FRET, 1536-well. inhibition of corepressor binding, % at 4.78 µM. hit rate 0.12% among 320,000. AID 2300;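 active means percent inhibition above the cutoff of mean plus 3 SD of all tested compounds, set per screening campaign, cut at about 20% in these data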;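 further: 0% = DMSO wells and 100% = biotin wells as full block of FRET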
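Test system: GST-NR2E3 and biotin-RetCOR proteins | Quantity: 1.35 nM GST-tagged NR2E3 final | Medium: Tris pH 7.5 | Also added: 7 nM biotin-RetCOR | Dosing: Compound at 4.8 µM, single dose | Timing: 5 h at 4 °C | Detection: Time-resolved FRET | Read-out basis: Percent inhibition | Benchmarks: Biotin wells as high control, 0.6% DMSO wells as low control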
iPSC survival up = enhancers of human iPSC single-cell survival; hiPSC single-cell survival, ATPlite luminescence; 100% = ROCK inhibitor wells, 0% = DMSO; survival enhancement, % at 20 µM; hit rate 0.044% among 360,000; AID 602274; in the data active means survival enhancement above about 18%;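 further: cells exposed to compounds for 16 hours before the ATP read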
CF NFkB inh = inhibitors of cystic fibrosis induced NF-kB | AID 588850 | inhibition, % at 5 µM | hit rate 0.86% among 360,000 | KKLEB NF-kB-GFP reporter, PAF-induced, GFP fluorescence overnight;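 active means at least 50% inhibition at 5 µM, scaled per plate between neutral and stimulator controls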;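 further: PAF is a Pseudomonas aeruginosa culture filtrate used as stimulus; plate controls were PAF-stimulated DMSO wells for no effect and unstimulated DMSO wells for full effect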
Peg3 prom inh = Peg3 promoter activity inhibition | HeLa PEG-Prom luciferase reporter, luminescence, overnight | inhibition, % at 20 µM | hit rate 1.7% among 360,000;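 active means inhibition of at least 50% at 20 µM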
TRAIL sens C8 = sensitizes caspase-8 expressing cells to TRAIL. hit rate 1% among 360,000. inhibition (viability loss, TRAIL sensitization), % at 10 µM. AID 624354. NB7+C8 cells + TRAIL, ATPlite viability luminescence;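 active means compounds causing at least 50% loss of cell viability in the single-dose screen, relative to plate controls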
Shn3 3UTR inh = Schnurri-3 reporter inhibition in Clone20 osteoblasts | Clone20 osteoblast Shn3 3'UTR firefly luciferase, 24 h | hit rate 0.52% among 360,000 | AID 588674 | inhibition, % at 12.5 µM;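 active means mean inhibition of at least 75% with every replicate also reaching 75%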;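 further: 0% = median of neutral control wells and 100% = pilot-screen positive control compound; some compounds past the cut are filed as inactive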
KKLEB cytotox = CF airway cell cytotoxicity counter-screen; activity change (cytotoxicity), % at 5 µM; hit rate 0.36% among 360,000; KKLEB CF airway cells viability, ATPlite luminescence, overnight; active compounds read low; cells stimulated with P. aeruginosa culture filtrate; AID 602141;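 active means corrected activity change at or below -50% at 5 µM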
* hit, by the source's call; / = not tested or not shown. A portion of the library; count on the stated rates, not on these rows.

nr | Compound | HIF-2a inh | NR2E3 ag-1 | EBV LMP1 NFkB | MITF TRPM1 inh | NR2E3 ag-2 | iPSC survival up | CF NFkB inh | Peg3 prom inh | TRAIL sens C8 | Shn3 3UTR inh | KKLEB cytotox
1 | O=C(CCC(=O)OCC(=O)c1cccc([N+](=O)[O-])c1)NC1CCCCC1 | 14 | 3 | -5 | -60 | 1 | 1.4 | 12 | 9 | 3 | -14 | -4
2 | CCOC(=O)c1ccc(N=c2sc(C(=O)OC)cc(=O)n2-c2ccc(C(=O)OCC)cc2)cc1 | 39 | -44 | -2 | 30 | -2 | 13 | 17 | 99* | 65* | 2 | -19
3 | CC(C)CC1(C(=O)NCCN2CCOCC2)C=CCN1C(=O)c1ccccc1 (configuration not stated) | -27 | -15 | 1 | -1 | 3 | 1.3 | 2 | -15 | 2 | -14 | -12
4 | COC(=O)c1c(-c2ccccc2OC)sc2ccc(OC)cc12 | 4 | -6 | -4 | 15 | 2 | -2.0 | 5 | -6 | 3 | -10 | -5
5 | O=C(CCN1CCN(CCO)CC1)Nc1ccc(Br)cc1 | 16 | -3 | 1 | / | -1 | 0.6 | -7 | 9 | -1 | -29 | 4
6 | CCOC(=O)N1CCN(C(=O)c2cc(OC)cc(OC)c2)CC1 | 25 | -21 | 4 | -2 | 1 | 6.7 | 10 | 21 | 3 | -2 | 2
7 | CN(C)C(=O)CCc1ccc2c3c([nH]c2c1)[C@]1(C)[C@@H](C(=O)N2CCCCC2)C[C@H](CC(=O)NCCCn2ccnc2)C(=O)N1CC3 | -9 | -15 | 8 | -2 | / | 0.0 | -14 | 0 | 0 | -20 | 2
8 | COc1ccc(-n2c(=O)c3ccccc3n(CC(=O)NC3CCCC3)c2=O)c(OC)c1 | -19 | -17 | 0 | 5 | 2 | -0.9 | 0 | -24 | -7 | 14 | 6
9 | CN1OC[C@@H]2CN(C(=O)C(C)(C)C)[C@H](c3ccc(-n4ccnc4)cc3)C[C@@H]21 | 4 | 2 | / | / | / | -0.1 | -35 | -5 | 6 | 0 | 14
10 | Cc1cc(OCC(=O)NCC(O)c2ccccc2)c2c(C)c(C)c(=O)oc2c1 (configuration not stated) | 0 | -20 | -13 | -7 | -3 | -0.1 | -25 | -2 | 4 | 4 | 6
11 | Cn1c(=O)c2[nH]c(Cc3ccsc3)nc2n(C)c1=O | 1 | 0 | 3 | 1 | / | 1.1 | -8 | 14 | -11 | -11 | 8
12 | COCOCCn1cc(CN2CCS(=O)(=O)N(Cc3ccc(-c4ccc(OC)c(OC)c4)cc3)C(C)C2=O)nn1 (configuration not stated) | 9 | -16 | -5 | / | / | -3.2 | 10 | -4 | -1 | 10 | -4
13 | O=C(CCCCCn1c(=O)[nH]c2ccccc2c1=O)NCCCN1CCN(c2ccccc2F)CC1 | -9 | 6 | 2 | 8 | 2 | -3.3 | -9 | 10 | 11 | 18 | 5
14 | CN1C(=O)NC(c2ccc(O)cc2)C2=C1CN(c1ccccc1)C2=O (configuration not stated) | 9 | 14 | -5 | -27 | 4 | 2.3 | -8 | 0 | -2 | 3 | -12
15 | O=C(COc1nsnc1N1CCOCC1)Nc1ccc([N+](=O)[O-])cc1 | 2 | -51 | 3 | -8 | 0 | -0.2 | -9 | -12 | 8 | -8 | -8
16 | CCOc1ccc(/C=C(\C#N)C(=O)Nc2ccccn2)cc1 | -106 | 0 | -3 | 4 | 1 | 0.6 | 10 | -24 | 14 | 3 | -6
17 | CCOc1ccc(N2C(=O)c3cccnc3C2Nc2ccc(OC)cc2)cc1 (configuration not stated) | -2 | -21 | 10 | 7 | 1 | -4.0 | -4 | 14 | -5 | 8 | 8
18 | CCC(Oc1cccc(Cl)c1)C(=O)N1CCCN(C)CC1 (configuration not stated) | 3 | -13 | 1 | 10 | 0 | -0.5 | 8 | 4 | -1 | 0 | -7
19 | O=C(CSc1nnc(-c2ccccn2)n1Cc1ccco1)c1ccc(-c2ccccc2)cc1 | 18 | -24 | 5 | -11 | 3 | 11 | -9 | 19 | -5 | 2 | -1
20 | C/C(=N\NC(=O)C1(C)CC1(Br)Br)c1ccc(NC(=O)c2ccc(C)o2)cc1 (configuration not stated) | -99 | -101 | -8 | -38 | -4 | 3.2 | -5 | -20 | 1 | -49 | -2
21 | O=C(CC1S/C(=N/N=C2CCCCCC2)NC1=O)Nc1ccc(Br)cc1F (configuration not stated) | 8 | -25 | -7 | 4 | -1 | 0.0 | -28 | 4 | 8 | 5 | 19
22 | CCCCc1c(O)nc(SCC(=O)c2ccccc2)n(-c2ccccc2)c1=O | -26 | -11 | 7 | 8 | 2 | -0.7 | 1 | -16 | -10 | / | -1
23 | O=c1c2cn[nH]c2nc(SCc2ccccc2F)n1-c1ccc(Br)cc1 | 23 | -15 | -14 | -2 | 1 | -1.7 | 16 | 31 | 4 | -10 | -2
24 | C/C(=C\C(=O)c1ccc(C)o1)Nc1ccc2c(c1)OCO2 | -140 | -51 | -15 | -77 | -1 | -2.4 | -2 | -281 | 10 | -61 | 0
25 | Cc1ccc(CN2C(=O)N/C(=C\c3ccc(-c4ccc(C(=O)O)cc4C)o3)C2=O)cc1 | 12 | -49 | -4 | -13 | 1 | 1.9 | 20 | 12 | -6 | / | 0
26 | CCOC(=O)/C(=C\c1ccc([N+](=O)[O-])cc1)C(=O)c1cc(C(C)=O)c(Nc2ccccc2)s1 | 9 | -21 | 56* | 100* | -1 | -6.3 | 19 | 106* | 85* | 98* | -23
27 | CCNC(=O)C1(C)CCN(C(=O)c2cc(F)ccc2C)C1 (configuration not stated) | 4 | -21 | / | / | / | 2.0 | 4 | -8 | -9 | -8 | 2
28 | CC(=O)c1nn(-c2cccc(Br)c2)cc1C(=O)c1ccc(Br)cc1 | 9 | -15 | -9 | 15 | 1 | -1.8 | 6 | 8 | 16 | 12 | -1
29 | O=C(COC(=O)CCc1ccccc1)NC(c1ccccc1)c1ccccc1 | 14 | 9 | 7 | 5 | -1 | -1.0 | 6 | 13 | 9 | 7 | 4
30 | C=CCN1C(=O)CSc2ccc(C(=O)NCCC3=CCCCC3)cc21 | -33 | -5 | 7 | 9 | -1 | -2.3 | -13 | -14 | -2 | 22 | -6
31 | CC(C)(C)NC(=O)C(c1ccncc1)N(C(=O)Cn1nnc(-c2ccc(F)cc2)n1)c1cccc(F)c1 (configuration not stated) | 22 | -26 | -1 | 11 | 0 | -1.0 | -5 | -5 | -6 | 2 | -7
32 | COc1ccc(Cl)cc1NC(=O)NCc1ccc2c(c1)OCO2 | -17 | -30 | 4 | 7 | 0 | -0.2 | -10 | -4 | 19 | 7 | 4
33 | O=C(NCC1CC1)c1cccc2c(-c3ccc(F)c(F)c3)coc12 | -66 | -131 | / | / | / | -1.0 | -16 | -64 | -8 | 2 | -6
34 | O=C(NCc1ccco1)c1cc(S(=O)(=O)N2CCOCC2)ccc1Cl | 19 | -19 | 4 | -4 | -3 | 1.0 | 2 | -2 | 1 | 0 | 12
35 | Cc1cc(N2CCCC2=O)cc(C)c1CN1C(=O)c2ccccc2C1=O | 9 | -12 | 2 | 13 | 2 | -1.1 | 8 | 1 | -10 | -27 | 0
36 | CCn1cc(C(=O)N[C@@H](C)C(=O)NCCCO)c(=O)c2cc3c(cc21)OCO3 | 22 | 6 | -5 | -10 | / | -0.7 | -16 | 14 | -19 | -46 | 8
37 | Cc1cccc(-c2ccc3[nH]c4c(c3c2)CCN2C[C@@H]([C@H](C)OC(=O)Nc3ccccc3C)[C@@H](N(C)C(=O)Nc3ccccc3C)C[C@@H]42)c1 | 56* | -30 | -11 | / | / | 0.2 | 16 | 40 | 10 | -9 | 15
38 | CC(=O)Nc1c(-c2ccc(Cl)cc2)c(=O)c2ccccc2n1C | 8 | -27 | 6 | 14 | -2 | -0.3 | 2 | 12 | -8 | 5 | 4
39 | Cc1ccc(-n2cc(-c3ccccc3)c3c(N4CCN(C)CC4)ncnc32)cc1 | 17 | 9 | 1 | -14 | -3 | 0.2 | 20 | 41 | 2 | 15 | -21
40 | CCN(CC)CCn1c(=N)n(CCO)c2ccccc21 | 6 | -17 | 6 | -10 | -4 | 0.4 | 5 | -6 | 0 | -11 | -1
41 | N#CCSc1nc2ccccc2c(=O)n1-c1ccccc1 | 4 | -12 | -10 | -1 | -2 | 0.1 | 21 | 10 | -4 | 11 | -12
42 | Cc1ccc(CC(=O)N2CCN(C(=O)c3ccco3)CC2)cc1 | 11 | -15 | -4 | 12 | 1 | -0.2 | 0 | -4 | -6 | -5 | -33
43 | CCNC(=O)C1(C)CCCN(C(=O)Cc2ccc(OC)c(OC)c2)C1 (configuration not stated) | 14 | 9 | / | / | / | 5.2 | 8 | 19 | -7 | 30 | 7
44 | Cc1ccc(-c2nnn(CC(=O)N(c3ccc(F)cc3)C(C(=O)NC3CCCC3)c3ccncc3)n2)o1 (configuration not stated) | 10 | -11 | 2 | -5 | 3 | 0.2 | -19 | 23 | 7 | 5 | 6
45 | COc1ccc(CN2CCNC(=O)C2CC(=O)NCc2cnn(C)c2)cc1OC (configuration not stated) | 1 | -13 | -2 | 9 | 6 | -0.6 | -1 | 11 | -1 | -3 | -1
46 | O=C(CCCOc1ccccc1)N1CCN(c2ccccn2)CC1 | -129 | -133 | -12 | -27 | 4 | -1.5 | 2 | -142 | -2 | -30 | 6
47 | Cn1nc(C(=O)NC2CCC(O)CC2)c2ccccc2c1=O (configuration not stated) | 1 | -14 | -4 | 2 | -1 | 6.3 | 8 | 4 | -9 | 4 | -5
48 | O=C(Nc1ccccc1[N+](=O)[O-])C1COc2ccccc2O1 (configuration not stated) | -333 | 3 | -29 | -76 | 5 | -0.1 | 5 | -316 | 0 | -196 | -3
49 | N#Cc1ccc(S(=O)(=O)NC[C@H]2O[C@@H](n3ccc(N)nc3=O)[C@H](O)[C@@H]2O)cc1 | -5 | -22 | -3 | / | / | -0.7 | -25 | 15 | 1 | -8 | 3
50 | O=C(OCc1ccc([N+](=O)[O-])cc1)C1CC(=O)N(c2ccccc2)C1 (configuration not stated) | 9 | 18 | -7 | 9 | 3 | 2.2 | 5 | 9 | 3 | 2 | -3
51 | N#Cc1ccc(CN2CCN(C(=O)c3cn(Cc4ccccc4)nc3-c3cccnc3)CC2)cc1 | 9 | -2 | -5 | 4 | 1 | -0.7 | -14 | 8 | -18 | 2 | -20
52 | CC(C)Cc1nnc(NC(=O)CSc2nc(O)c(-c3ccccc3)c(=O)[nH]2)s1 | -1 | 26 | -8 | -2 | -7 | -0.4 | 9 | 3 | 0 | -5 | 2

Part of the list above in another layout:
Sequence of screens: HIF-2a inh, NR2E3 ag-1, EBV LMP1 NFkB, MITF TRPM1 inh, NR2E3 ag-2, iPSC survival up, CF NFkB inh, Peg3 prom inh, TRAIL sens C8, Shn3 3UTR inh, KKLEB cytotox
(34) O=C(NCc1ccco1)c1cc(S(=O)(=O)N2CCOCC2)ccc1Cl
→ 19, -19, 4, -4, -3, 1.0, 2, -2, 1, 0, 12
(35) Cc1cc(N2CCCC2=O)cc(C)c1CN1C(=O)c2ccccc2C1=O
→ 9, -12, 2, 13, 2, -1.1, 8, 1, -10, -27, 0
